High-throughput results: PubChem BioAssay, Broad Institute
ROS inducer – ROS inducers in U2OS cancer cells, primary screen, cell-based, H2DCF-DA fluorescence; ROS induction (% of piperlongumine), % at 10 µM; AID 624156, 2012; actives 2% (n = 46,000); U2OS ROS induction; in the data active = ROS induction above about 79%, passing the limit was not always enough;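 note: 0% = DMSO vehicle median and 100% = reference compound median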
Starred values were filed as active, the others as inactive.

SMILES	ROS inducer
COc1ccc(NC(=O)Nc2ccc3c(c2)CC(=O)N([C@@H](C)CO)C[C@@H](C)[C@@H](CN(C)Cc2ccc4c(c2)OCO4)O3)cc1	-4.1
CCN(CC)CCCCCCCCOC(=O)c1cc(OC)c(OC)c(OC)c1	27.7
C[C@H]1CN([C@@H](C)CO)C(=O)c2cc(NC(=O)Nc3ccc(C(F)(F)F)cc3)ccc2O[C@H]1CN(C)Cc1ccc2c(c1)OCO2	9.8
C[C@@H]1CCCCO[C@H](CN(C)C(=O)NC2CCCCC2)[C@@H](C)CN([C@H](C)CO)C(=O)c2cc(NS(=O)(=O)c3cccs3)ccc2O1	83.5*
Cn1cc(C(c2ccc([N+](=O)[O-])o2)c2cn(C)c3ccccc23)c2ccccc21	2.3
C[C@H]1CN([C@@H](C)CO)C(=O)c2cc(NC(=O)C3CCCCC3)ccc2O[C@@H]1CN(C)Cc1ccc(Oc2ccccc2)cc1	88.9*
C[C@H](CO)N1C[C@H](C)[C@H](CN(C)Cc2ccc(-c3ccccc3)cc2)Oc2ccc(NC(=O)Nc3ccc(F)cc3)cc2CC1=O	13.3
COc1ccc(N2C(=O)CC(SCC(=O)Nc3c(C)cccc3C)C2=O)cc1 (stereo unspecified)	-12.3
C[C@@H]1CN([C@@H](C)CO)C(=O)Cc2cc(NS(=O)(=O)c3cn(C)cn3)ccc2O[C@@H]1CN(C)S(=O)(=O)c1ccc(F)cc1	-2.4
CC(C)(C)C(=O)Nc1c(Cl)sc2nccc(=O)n12	-5.8
C[C@H](CO)N1C[C@H](C)[C@H](CN(C)Cc2ccc(C(=O)Nc3ccccc3N)cc2)Oc2c(NS(=O)(=O)c3cccs3)cccc2C1=O	10.7
COc1ccc(CN(C)C[C@H]2Oc3c(NC(=O)c4ccc(-c5nccs5)cc4)cccc3C(=O)N([C@@H](C)CO)C[C@@H]2C)cc1	30.5
COc1ccc(CNC(=O)c2cc3c(=O)oc4ccccc4c3s2)cc1	-22.2
C[C@@H]1CN([C@@H](C)CO)C(=O)c2cccc(NC(=O)C3CC3)c2O[C@@H]1CN(C)S(=O)(=O)c1ccccc1	-0.9
N#Cc1ccc(-c2csc(-c3ccc(C4SCCS4)cc3)n2)cc1	-11.5
Cc1ccc(S(=O)(=O)NCCc2nnc3ccc(SCC(=O)N4CCCC4)nn23)cc1	-7.6
COC(=O)Cn1ncc2c3ccccc3n(Cc3cc(C)ccc3C)c2c1=O	-7.8
COc1ccc(S(=O)(=O)N(C)C[C@H]2Oc3ccc(NC(=O)NC(C)C)cc3C(=O)N([C@@H](C)CO)C[C@@H]2C)cc1	33.9
Cc1noc(C)c1S(=O)(=O)Nc1cccc2c1O[C@@H](CN(C)Cc1ccccc1)[C@@H](C)CN([C@@H](C)CO)C2=O	1.6
C[C@H]1CN([C@@H](C)CO)C(=O)Cc2cc(NC(=O)C3CCCCC3)ccc2O[C@H]1CN(C)Cc1ccccc1	-0.8
COc1ccc(CN(C)C[C@H]2Oc3c(NC(=O)Nc4c(C)noc4C)cccc3C(=O)N([C@@H](C)CO)C[C@H]2C)cc1	-4.1
CCc1ccc2c(c1)=C(c1sc(N)nc1O)C(=O)N=2	1.6
N=c1c(S(=O)(=O)c2ccccc2)cc2c(=O)n3ccccc3nc2n1C1CCCC1	83.0*
CNC[C@@H]1Oc2ccc(NS(=O)(=O)c3c(C)noc3C)cc2CC(=O)N([C@H](C)CO)C[C@H]1C	99.2*
N#Cc1c(N2CCN(C(=S)NCc3ccccc3)CC2)nc(-c2ccccc2)c2c1CCCC2	139.9*
Nc1cc(=O)[nH]c(SCC(=O)Nc2ccccc2)n1	-5.0
C[C@@H]1CCCCO[C@H](CN(C)C(=O)c2ccccc2)[C@@H](C)CN([C@H](C)CO)C(=O)c2cc(NC(=O)Nc3ccc(C(F)(F)F)cc3)ccc2O1	22.0
C[C@@H]1CN([C@H](C)CO)C(=O)Cc2cc(NC(=O)Nc3cccc4ccccc34)ccc2O[C@H]1CN(C)S(=O)(=O)c1cccs1	-10.2
Cc1onc(-c2ccccc2Cl)c1C(=O)Nc1ccc(S(=O)(=O)N2CCC(C)CC2)cc1	10.5
COCCOC(=O)N1C(=O)[C@@]2(c3cc(C#CCC(C(=O)OC)C(=O)OC)ccc31)[C@H](c1ccc(OCCO)cc1)N1[C@H](c3ccccc3)[C@H](c3ccccc3)OC(=O)[C@H]1[C@@H]2C(=O)N1CCN(c2ncccn2)CC1	112.0*
C[C@@H]1CN([C@H](C)CO)C(=O)c2cc(NC(=O)CCC(F)(F)F)ccc2O[C@@H]1CN(C)C(=O)Nc1ccc(F)cc1	-3.5
C[C@@H]1CCCCO[C@@H](CN(C)CC2CC2)[C@@H](C)CN([C@H](C)CO)C(=O)c2cc(NC(=O)c3ccncc3)ccc2O1	-9.3
COc1ccc(CCc2cc(OC)cc(=O)o2)cc1	-8.7
Cc1ccc(Cn2nc(C)cc2C(=O)Sc2ccccc2)cc1	64.5
CNC[C@H]1Oc2ccc(NS(=O)(=O)c3cccs3)cc2C(=O)N([C@H](C)CO)C[C@H]1C	-7.2
FC(F)(F)c1cccc(C=NCc2ccc(-c3cccs3)s2)c1	-15.0
CCOc1ccc(CCNC(=O)Cn2ncn3nc(-c4cccs4)cc3c2=O)cc1OCC	-9.7
Cc1cc(C)cc(NC(=O)Cn2c(=O)c3cccn3c3ccccc32)c1	-9.0
c1ccc2sc(N3CCN(Cc4ccc5c(c4)OCO5)CC3)nc2c1	-10.3
Cc1noc(C)c1S(=O)(=O)Nc1cccc2c1O[C@H](CN(C)C(=O)Nc1ccc(C(F)(F)F)cc1)[C@H](C)CN([C@@H](C)CO)C2=O	3.4
C[C@@H]1CN([C@@H](C)CO)C(=O)c2cccc(NS(=O)(=O)c3ccccc3)c2O[C@H]1CN(C)S(=O)(=O)c1ccccc1	0.5
C[C@@H]1CN([C@@H](C)CO)C(=O)c2cccc(NC(=O)Nc3ccccc3)c2O[C@H]1CN(C)S(=O)(=O)c1ccc(Cl)cc1	-1.7
C[C@H](CO)N1C[C@H](C)[C@H](CN(C)S(=O)(=O)c2ccc(Cl)cc2)Oc2ccc(NC(=O)CCN3CCOCC3)cc2C1=O	-6.0
COc1ccc(CN(C)C[C@H]2Oc3ccc(NC(=O)Nc4c(C)noc4C)cc3C(=O)N([C@H](C)CO)C[C@@H]2C)cc1	23.2
COc1ccc(C(c2cn(C)c3ccccc23)c2cn(C)c3ccccc23)c(OC)c1OC	-9.2
COc1ccc(C)cc1S(=O)(=O)N(C)CC(=O)Nc1ccccc1C(F)(F)F	-5.7
C[C@@H]1CN([C@@H](C)CO)C(=O)Cc2cc(NC(=O)C3CCCCC3)ccc2O[C@@H]1CN(C)C(=O)Nc1ccc(C(F)(F)F)cc1	1.9
Cc1noc(C)c1S(=O)(=O)Nc1ccc2c(c1)C(=O)N([C@H](C)CO)C[C@H](C)[C@H](CN(C)C(=O)C1CCCCC1)OCCCC[C@@H](C)O2	51.9
C[C@@H]1CN([C@@H](C)CO)C(=O)c2cc(NC(=O)CCN3CCOCC3)ccc2O[C@H]1CN(C)C(=O)Nc1ccc(C(F)(F)F)cc1	-6.6
CS(=O)(=NS(=O)(=O)c1cccc2nsnc12)c1ccc(Cl)cc1 (stereo unspecified)	1.2
Cc1noc(C)c1NC(=O)Nc1ccc2c(c1)C(=O)N([C@H](C)CO)C[C@H](C)[C@H](CN(C)Cc1ccc3c(c1)OCO3)O2	-3.4
COc1ccc(-c2c(C(F)(F)F)oc3c(CN4CCCC(C)C4)c(O)ccc3c2=O)cc1OC (stereo unspecified)	-2.0
Cc1ccc(S(=O)(=O)N(C)C[C@@H]2Oc3ccc(NC(=O)NC(C)C)cc3CC(=O)N([C@@H](C)CO)C[C@@H]2C)cc1	17.7
C[C@@H]1CN([C@@H](C)CO)C(=O)CCCn2cc(nn2)CO[C@H]1CN(C)S(=O)(=O)c1ccc(Cl)cc1	-9.7
Cc1noc(C)c1NC(=O)N(C)C[C@H]1OCCCC[C@@H](C)Oc2ccc(NS(=O)(=O)c3ccc(Cl)cc3)cc2C(=O)N([C@H](C)CO)C[C@@H]1C	-4.0
O=c1c2sc3ccccc3c2[nH]c(=S)n1CCCN1CCN(c2ccccc2F)CC1	9.5
Cc1sc2ncnc(SCC(=O)Nc3ccc4c(c3)OCCO4)c2c1C	-16.6
C[C@@H]1CN([C@@H](C)CO)C(=O)c2cc(NS(=O)(=O)c3cn(C)cn3)ccc2O[C@@H]1CN(C)C(=O)Nc1ccccc1	-11.1
COC(=O)c1cccc(OC(C)C(=O)O)c1 (stereo unspecified)	4.3
Cc1cc(C(=O)Nc2cccc3c2O[C@H](CN(C)Cc2ccc(Cl)c(Cl)c2)[C@@H](C)CN([C@H](C)CO)C3=O)n(C)n1	16.0

In a second layout: 5 of the compounds above.
molecule | ROS inducer
Cc1noc(C)c1S(=O)(=O)Nc1ccc2c(c1)C(=O)N([C@H](C)CO)C[C@H](C)[C@H](CN(C)C(=O)C1CCCCC1)OCCCC[C@@H](C)O2 | 51.9
C[C@@H]1CN([C@@H](C)CO)C(=O)c2cc(NC(=O)CCN3CCOCC3)ccc2O[C@H]1CN(C)C(=O)Nc1ccc(C(F)(F)F)cc1 | -6.6
CS(=O)(=NS(=O)(=O)c1cccc2nsnc12)c1ccc(Cl)cc1 (stereo unspecified) | 1.2
Cc1noc(C)c1NC(=O)Nc1ccc2c(c1)C(=O)N([C@H](C)CO)C[C@H](C)[C@H](CN(C)Cc1ccc3c(c1)OCO3)O2 | -3.4
COc1ccc(-c2c(C(F)(F)F)oc3c(CN4CCCC(C)C4)c(O)ccc3c2=O)cc1OC (stereo unspecified) | -2.0

New compounds follow
SMILES	ROS inducer
CS(=O)(=O)N(CC(=O)Nc1cccc(C(F)(F)F)c1)c1cc(Cl)c(Cl)cc1Cl	-5.1
C[C@@H]1CN([C@@H](C)CO)C(=O)Cc2cc(NC(=O)Cn3cnnn3)ccc2O[C@@H]1CN(C)C(=O)NC1CCCCC1	9.0
O=C1CCCCC1Sc1nc2ccccc2s1 (stereo unspecified)	-2.4
C[C@H]1CN([C@@H](C)CO)C(=O)c2cccc(NS(=O)(=O)c3cccs3)c2O[C@@H]1CN(C)Cc1ccc(-c2ccccc2)cc1	52.8
COc1cc(/C(C)=C/C(C)(O)C(C)O)oc(=O)c1C (stereo unspecified)	-10.0
O=C(Nc1ccc(Cl)cc1)c1ccccc1NS(=O)(=O)c1cccc2cccnc12	11.2
O=C1CC(SCc2ccc(Cl)cc2)C(=O)N1c1ccc(Br)cc1 (stereo unspecified)	45.1
C[C@H]1CN([C@@H](C)CO)C(=O)c2cc(NC(=O)C3CCCCC3)ccc2O[C@@H]1CN(C)C(=O)NC1CCCCC1	1.4
C[C@H](CO)N1C[C@H](C)[C@H](CN(C)S(=O)(=O)c2ccc(F)cc2)Oc2ncc(-c3ccccc3)cc2C1=O	7.8
O=C(NCCN1CCNC1=O)c1sc2ccccc2c1Cl	-18.4
Cc1noc(C)c1NC(=O)N(C)C[C@@H]1Oc2ccc(NC(=O)c3ccncc3)cc2C(=O)N([C@@H](C)CO)C[C@H]1C	-9.8
C[C@@H]1CN([C@H](C)CO)C(=O)CCCn2nncc2CO[C@H]1CN(C)C(=O)Nc1ccc(C(F)(F)F)cc1	12.6
CNC[C@H]1Oc2c(NC(=O)c3cnccn3)cccc2C(=O)N([C@H](C)CO)C[C@@H]1C	-9.3
CC(=O)c1cccc(NC(=O)Nc2nn(Cc3c(F)cccc3Cl)cc2Br)c1	-6.3
COC(=O)c1oc2c(c1C)-c1nc3ccccc3nc1C(C)(C)C2	6.6
C[C@@H]1CN([C@@H](C)CO)C(=O)c2cccc(NS(=O)(=O)c3ccc(Cl)cc3)c2O[C@@H]1CN(C)S(=O)(=O)c1ccccc1	7.4
CCN(CC)CCC(=O)N1N=C(c2ccc(C)cc2)CC1c1ccc(OC)cc1 (stereo unspecified)	17.4
C[C@H]1CN([C@@H](C)CO)C(=O)Cc2cc(NS(=O)(=O)c3cccs3)ccc2O[C@@H]1CN(C)Cc1ccc(C(F)(F)F)cc1	35.1
C[C@H](CO)N1C[C@H](C)[C@H](CN(C)C(=O)NC2CCCCC2)OCc2cnnn2CCCC1=O	3.1
C[C@H](CO)N1C[C@H](C)[C@@H](CN(C)S(=O)(=O)c2cn(C)cn2)Oc2c(NC(=O)Nc3ccccc3)cccc2C1=O	6.7
C[C@@H]1CN([C@H](C)CO)C(=O)c2cc(NC(=O)c3ccncc3)ccc2O[C@H]1CN(C)S(=O)(=O)c1ccc(Cl)cc1	-5.3
C[C@@H]1CN([C@@H](C)CO)C(=O)Cc2cc(NC(=O)Cc3cn(C)c4ccccc34)ccc2O[C@@H]1CN(C)C(=O)NC1CCCCC1	6.4
COc1ccc(NC(=O)Cc2nc(-c3ccc([N+](=O)[O-])cc3)cs2)cc1	94.2*
Cc1cc(C)cc(NC(=O)CC(NCc2cccnc2)C(=O)O)c1 (stereo unspecified)	-12.2
O=C(Oc1cccc(OC(=O)c2ccccc2F)c1)c1ccccc1F	15.7
c1ccc(CSc2nccc(-c3ccc4c(c3)CCO4)n2)cc1	0.2
CC(=O)N1CCN(C2c3cccc4cccc(c34)C2NS(=O)(=O)c2ccc(Cl)cc2)CC1 (stereo unspecified)	5.1
O=C(CSc1nc2ccccc2[nH]1)Nc1cccc(C(=O)O)c1	11.8
C[C@H]1CN([C@@H](C)CO)C(=O)Cc2cc(NC(=O)C3CCCCC3)ccc2O[C@H]1CN(C)Cc1ccncc1	0.6
Cc1cc(C)c(C(=O)CSc2nc(C)cc(=O)[nH]2)c(C)c1	-0.7
COc1ccc(NC(=O)N(C)C[C@H]2Oc3ccc(NC(=O)NC4CCCCC4)cc3C(=O)N([C@H](C)CO)C[C@@H]2C)cc1	-9.3
O=C(Nc1cccc(-c2nc3ccccc3o2)c1)c1cccc(OCc2ccccc2)c1	-4.7
C[C@@H]1CN([C@H](C)CO)C(=O)Cc2cc(NC(=O)c3ccncc3)ccc2O[C@H]1CN(C)S(=O)(=O)c1ccc(F)cc1	4.9

Some of these compounds in order of length of the SMILES, descending:
SMILES	ROS inducer
COc1ccc(CN(C)C[C@H]2Oc3c(NC(=O)c4ccc(-c5nccs5)cc4)cccc3C(=O)N([C@@H](C)CO)C[C@@H]2C)cc1	30.5
C[C@@H]1CN([C@@H](C)CO)C(=O)c2cccc(NC(=O)C3CC3)c2O[C@@H]1CN(C)S(=O)(=O)c1ccccc1	-0.9
COc1ccc(C(c2cn(C)c3ccccc23)c2cn(C)c3ccccc23)c(OC)c1OC	-9.2
COc1cc(/C(C)=C/C(C)(O)C(C)O)oc(=O)c1C (stereo unspecified)	-10.0

An excerpt; the hit share may differ from the screen's.
